TRPV1 ag = agonists of human vanilloid receptor 1 (TRPV1); TRPV1-expressing cells, Fluo-8 calcium influx, agonist mode; activation, % at 8.33 µM; 320,000 compounds, 0.19% hits; in the data active means activation above about 80%; inconclusive means between about 30% and that limit; further: 0% is about no effect
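TRPV1-expressing cells were cultured overnight at 35.5C and loaded with Fluo-8 calcium dye for 40 to 90 min at room temperature. After a 10 s baseline, compound was added and calcium influx was read kinetically for 3 min (ex 480/em 520 nm).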
KCNH2 3.1 block = blocks the human KCNH2 3.1 channel isoform; 340,000 compounds, 0.95% hits; U2OS KCNH2 3.1, thallium flux FluxOr; stronger effect = lower value; activity change, % (tested at about 1.8 µM);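 active means maximum activity change below -70%; inconclusive means maximum activity change from -70% to -50%; inactive means maximum activity change above -50%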;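 further: thallium influx rate constant from kinetic fluorescence after stimulation buffer; on the % scale 0 is the no-effect control and ±100 the full control effect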
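Normalized rate constant (relative to positive and negative DMSO controls) derived from a 2 min kinetic fluorescence read after stimulation; U2OS cells expressing the 3.1 isoform via virus at 1.77 x 10^8 /mL.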
hERG WT inh = KCNH2 (human, wildtype) channel inhibition. Q12809. U2OS, BacMam KCNH2, thallium flux FluxOr; stronger effect = lower value. activity change, % at 1.84 µM. 340,000 compounds, 0.37% hits. AID 720551;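 active means maximum activity change below -70%; inconclusive means maximum activity change between -70% and -50%; inactive means maximum activity change above -50%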; further: on the % scale 0 is the no-effect control and ±100 the full control effect
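U2OS cells were transduced with wild-type KCNH2 virus (2.03 x 10^8 / mL) for 4 h at room temperature, then cultured overnight at 37 C. Thallium flux was read with FluxOr dye. Rate constants were normalized to DMSO controls.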
GALK inhibitor = inhibitors of human galactokinase; Potency, µM (titrated, usually from 57.5 µM), inactives show top-dose activity change, negative = inhibition, actives largely listed as inhibitors; 270,000 compounds, 0.007% hits; Purified GALK, Kinase-Glo residual ATP luminescence; further: potency means the concentration at half of the fitted maximal effect; on the % scale 0 is the no-effect control and ±100 the full control effect
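Kinase-Glo Plus luminescence measured ATP left after a 1 h room-temperature reaction. The reaction used 5 nM GALK, 100 uM galactose and 35 uM ATP at pH 8.0 (20 mM HEPES, 5 mM MgCl2, 60 mM NaCl, 1 mM DTT, 0.01% BSA).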
MLL CXXC-DNA inh = inhibitors of human MLL CXXC domain-DNA interaction; Q03164; MLL-CXXC / FITC-HOXA9 DNA fluorescence polarization; Potency, µM (titrated, usually from 115 µM), inactives show top-dose activity change, negative = inhibition, usual class: inhibitors; 290,000 compounds, 0.037% hits; active means well fitted inhibition curve with a large enough effect in the polarisation, with a control signal flat, not every such curve was filed as active; inconclusive means small, poorly fitted or top-dose-only effect, or effect the other way, or a change in a side signal; inactive means no such curve, though single readings can be large or run the other way; the % refers to the polarisation; further: potency means the concentration at half of the fitted maximal effect
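Purified MLL-CXXC (added from a 7 uM solution) was preincubated 5 min at ambient with pinned compounds in 50 mM Tris-HCl pH 7.5, 50 mM NaCl, 1 mM DTT, 0.05% BSA. Fluorescein-labeled HOX-A9 DNA (50 nM solution) followed, 30 min, then polarization read.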
MBNL1-CUG inh = inhibitors of human MBNL1 binding to CUG repeat RNA. Potency, µM (titrated, usually from 57.5 µM), for the others: top-dose activity change, negative = inhibition, actives largely listed as inhibitors. 280,000 compounds, 0.036% hits. AID 2675. Q9NR56. TR-FRET MBNL1-His/biotin-(CUG)12 binding, 665/545 ratio; active means well fitted inhibition curve with a large enough effect in the signal ratio, with a control signal flat, not every such curve was filed as active; inconclusive means small, poorly fitted or top-dose-only effect, or effect the other way, or a change in a side signal; inactive means no such curve, though single readings can be large or run the other way; the % refers to the signal ratio; further: potency means the concentration at half of the fitted maximal effect; on the % scale 0 is the no-effect control and ±100 the full control effect
Target sequence (Q9NR56 whole entry, looked up): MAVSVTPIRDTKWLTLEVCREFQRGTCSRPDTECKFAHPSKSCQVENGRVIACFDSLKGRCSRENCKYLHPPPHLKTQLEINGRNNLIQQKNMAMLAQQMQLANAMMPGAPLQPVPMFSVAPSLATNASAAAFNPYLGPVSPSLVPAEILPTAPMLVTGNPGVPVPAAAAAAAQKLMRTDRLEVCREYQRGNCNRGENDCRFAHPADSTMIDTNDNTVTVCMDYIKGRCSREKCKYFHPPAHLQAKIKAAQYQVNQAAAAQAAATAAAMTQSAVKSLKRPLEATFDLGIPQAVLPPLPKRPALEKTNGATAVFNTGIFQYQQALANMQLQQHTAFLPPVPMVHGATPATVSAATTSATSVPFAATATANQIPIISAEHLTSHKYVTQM
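TR-FRET readout: Ex 340 nm, 665/545 nm emission ratio, normalized to buffer-only (basal) and MBNL1-(CUG)12 controls. Complex of MBNL1-His with Biotin-(CUG)12, compounds 92 nM–58 uM, incubated 60 min at room temperature.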
FBPA coupling cs = coupling enzyme interference in Giardia aldolase counter-screen; coupling enzyme system counterscreen, AmpLite Red fluorescence; activity change, negative = inhibition, % at 58.2 µM, hits read low; 290,000 compounds, 0.67% hits; AID 2472; in the data active means activity change below about -30%; further: on the % scale 0 is the no-effect control and ±100 the full control effect
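Fluorescence at 525 nm excitation and 598 nm emission measured inhibition of the coupled detection system without aldolase. Compounds (at 57.5 uM final) were preincubated 10 min at room temperature with coupling enzyme reagent before a 20 min substrate/AmpLite Red step.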
a7 integrin act = activators of alpha7 integrin expression for muscular dystrophy; alpha7betagal myoblasts, beta-gal FDG fluorescence, 48 h; Potency, µM (highest dose often 38.3 µM), for inactives: top-dose activation, hits mostly activators; 350,000 compounds, 0.064% hits;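 further: potency means the concentration at half of the fitted maximal effect; 100% = response of the positive control SU9516; nearly all actives have a fitted effect of over 60% in size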
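Alpha7betagal+/- myoblasts (passage 13) were plated 16-24 hr, then exposed to compounds (1:260 dilution of DMSO stock) for 48 hours at 37C. After MPER lysis, β-galactosidase reporter activity was read as FDG fluorescence (ex 480/em 540) after 30 minutes.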
S-ASM inh = blocks human secretory acid sphingomyelinase; P17405; AID 504937; placental ASM, HMU-PC fluorogenic substrate, 60 min; Potency, µM (top dose mostly 57.5 µM), for inactives: at the top dose activity change, negative = inhibition, hits mostly inhibitors; 340,000 compounds, 0.006% hits; further: potency means the concentration at half of the fitted maximal effect
Target sequence (P17405 47-631 limits assumed): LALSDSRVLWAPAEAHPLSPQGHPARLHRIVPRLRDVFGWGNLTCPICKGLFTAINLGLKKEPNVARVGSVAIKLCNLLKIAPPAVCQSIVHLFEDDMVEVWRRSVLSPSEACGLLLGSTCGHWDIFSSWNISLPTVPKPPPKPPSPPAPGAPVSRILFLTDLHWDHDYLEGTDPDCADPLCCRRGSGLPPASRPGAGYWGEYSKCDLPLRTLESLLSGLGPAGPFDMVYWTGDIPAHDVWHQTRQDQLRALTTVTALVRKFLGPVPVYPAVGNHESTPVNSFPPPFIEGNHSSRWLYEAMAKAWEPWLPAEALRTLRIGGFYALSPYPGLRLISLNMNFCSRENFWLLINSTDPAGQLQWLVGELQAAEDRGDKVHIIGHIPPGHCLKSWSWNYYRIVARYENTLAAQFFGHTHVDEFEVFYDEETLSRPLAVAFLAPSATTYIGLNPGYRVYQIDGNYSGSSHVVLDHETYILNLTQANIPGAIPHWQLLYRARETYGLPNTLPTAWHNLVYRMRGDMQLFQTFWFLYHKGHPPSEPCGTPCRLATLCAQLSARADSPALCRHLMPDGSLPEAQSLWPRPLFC
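HMU-PC0 cleavage (9 uM final) by human placental ASM, 60 min at 37 °C following 10 min compound exposure at RT; stopped at pH 10, fluorescence Ex 386/Em 447 nm.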
A-T KAP1 phos = potential ataxia-telangiectasia treatment; […] A-T fibroblasts, KAP-1 phosphorylation AlphaLISA; neocarzinostatin DNA damage 30 min before lysis; Potency, µM (series often up to 57.5 µM), without a hit: top-dose activation, hits mostly activators; 320,000 compounds, 0.19% hits; further: potency means the concentration at half of the fitted maximal effect; % of control where 0% means no effect; nearly all actives have a fitted effect of over 45% in size
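ATM-like activity read as KAP-1 phosphorylation via AlphaLISA donor/acceptor antibody pairs after lysis and 6 hr at 25C. Cells were ATM-null patient fibroblasts ([…], hTERT), dosed 60 min, then exposed to the DSB inducer NCS for 30 min.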
The depositor's hits bear a star; ? = inconclusive; · = not tested or not shown; [ ] = another dose, or the depositor's remark. Unless noted, the call rests on the fitted dose curve; in most records, active means well fitted curve in the direction sought with a large enough effect; inconclusive means small, poorly fitted or top-dose-only effect, or another doubt; inactive means no such curve, though single readings can be large; an effect the other way counts as inactive or inconclusive.

SMILES	TRPV1 ag	KCNH2 3.1 block	hERG WT inh	GALK inhibitor	MLL CXXC-DNA inh	MBNL1-CUG inh	FBPA coupling cs	a7 integrin act	S-ASM inh	A-T KAP1 phos
N#Cc1c(N2CCOCC2)nsc1-c1ccc(C(F)(F)F)cc1	19	-3	4	-2%	0%	240%[activator]	1	0%	-3%	3%
CCOc1ccc(Cl)cc1/C=N/NC(N)=O	-3	-38	-10	-1%	-6%	5%	-39*	-10%	1%	11%
N#CCCN(CCC#N)S(=O)(=O)c1ccc(C(=O)Nc2nnc(C3=COCCO3)o2)cc1	1	-2	3	7%	-4%	-17%	1	-2%	2%	-4%
C/C(O)=C(/C=NCC(=O)O)C(=O)Nc1nccs1	1	-19	-4	-2%	6%	·	1	12%	7%	10%
CCOCCCNC(=O)C(c1ccc(Cl)cc1)N1CCN(c2ccccc2)CC1 (stereo not given)	·	3	5	2%	-3%	0%	5	16%	3%	-8%
Cc1cc(C)cc(NC(=S)Nc2ccccn2)c1	5	-10	-2	3%	0%	-6%	0	-14%	-1%	3%
Cc1ccc(C(=O)NCC(=O)NCC(=O)OCc2ccc(Oc3ccc([N+](=O)[O-])cc3)cc2)cc1	·	-19	0	·	·	·	·	-13%	-9%	·
C=CCNC(=O)CSc1nc2sc3c(c2c(=O)n1CCCOC)CCC3	3	-2	11	-2%	-2%	7%	3	0%	2%	3%
O=C(Cn1ncc2c3ccccc3n(Cc3ccccc3F)c2c1=O)NC1CC1	1	-4	-25	8%	-2%	-3%	1	-10%	-2%	5%
O=C(NC1CCCC1)C(c1cccnc1)N(Cc1ccccc1)C(=O)c1csnn1 (stereo not given)	2	-3	1	-5%	0%	-3%	1	-6%	2%	-1%
O=C(CCSCCC(=O)NCc1ccccc1)NCc1ccccc1	-4	-26	11	-1%	9%	0%	3	-18%	2%	-4%
O=C(O)c1ccc(CSCc2ccco2)cc1	6	1	5	-2%	5%	-5%	8	3%	3%	5%
COc1ccc(-c2c(C#N)c(N)nc3sc(C(=O)c4ccccc4)c(N)c23)cc1	-5	3	0	0%	?	1%	-6	23%	-18%	-1%
COc1ccc(Cl)cc1NC(=O)CC(C)c1ccccc1 (stereo not given)	18	-15	18	-2%	6%	?	-5	15%	-3%	0%
O=C(C=C1CCN(c2ncc(C(F)(F)F)cc2Cl)CC1)NNC(=O)Nc1ccc(Cl)cc1	-1	-5	-7	-2%	10%	-5%	2	4%	-1%	-2%
CSc1cccc(NC(=O)c2cc(S(=O)(=O)N3CCc4ccccc43)cn2C)c1	-1	-23	-3	·	·	-1%	-5	-13%	0%	-2%
O=[N+]([O-])c1ccc2c(c1)c(-c1ccccc1)nc1nncn12	-2	-2	-8	9%	7%	?	5	-25%	-3%	-2%
O=C(/C=C/c1cccs1)Nc1nncs1	1	14	10	0%	-7%	·	0	30%	1%	-4%
CCCC(C)NS(=O)(=O)c1ccccc1 (stereo not given)	-4	4	7	-2%	-9%	2%	1	-17%	3%	10%
CN(C)C(=O)Cn1cnc2c(cnn2-c2ccccc2Cl)c1=O	-3	6	0	-1%	4%	-11%	3	-3%	-1%	-7%
COc1ccc(S(=O)(=O)N2CCN(C(=O)c3c(-c4ccccc4)noc3C)CC2)cc1	-4	-20	1	2%	-1%	-5%	5	-6%	-1%	4%
Cc1c(NC(=O)c2cccs2)cccc1-c1nc2ccccc2s1	?	-9	0	-5%	12%	?	1	-3%	-5%	8%
CS(=O)(=O)N(Cc1nc2sc3c(c2c(=O)[nH]1)CCCC3)C1CCCCC1	·	-6	2	·	·	·	·	-32%	17%	·
COC(=O)[C@@H]1C[C@]2(OC(=O)c3ccccc3)C=CC(=O)C[C@@H]2N1C(=O)OCc1ccccc1	5	-11	-9	·	2%	-2%	0	-47%[inhibitor]	0%	-1%
Cc1ccc(S(=O)(=O)NCc2ccc(C(=O)NC3CCC(O)CC3)cc2)cc1C (stereo not given)	3	2	0	·	·	·	·	?	-1%	-4%
Next results follow.
SMILES	TRPV1 ag	KCNH2 3.1 block	hERG WT inh	GALK inhibitor	MLL CXXC-DNA inh	MBNL1-CUG inh	FBPA coupling cs	a7 integrin act	S-ASM inh	A-T KAP1 phos
COc1ccc(CCNc2nc(-c3cccnc3)cs2)cc1OC	7	-4	0	4%	-12%	-8%	0	-8%	-1%	0%
CCOc1ccc(NC(=O)Cc2ccc(S(=O)(=O)N3CCCCC3)cc2)cc1OCC	·	-17	4	·	·	·	·	?	1%	-5%
Cc1ccc(C)c2nc3sc(C(=O)O)cc3cc12	-2	7	-10	1%	1%	?	5	0%	123%[activator]	-1%
NC(N)=NN=C1c2ccccc2-c2ccccc21	1	-6	-13	0%	?	-2%	3	-7%	-9%	7%
CCCCN=c1scc(-c2ccc3c(c2)NC(=O)CO3)n1N=C1CCCC1	8	-17	-17	-3%	16%	-2%	-6	14%[7.66 µM]	?	1%
Cc1sc2ncnc(N3CCC(C(=O)Nc4ccc(S(N)(=O)=O)cc4)CC3)c2c1C	15	1	-3	·	·	·	·	-13%	-1%	-2%
Cc1ccc(CCNC(=O)c2cccc(N3CCCC3=O)c2)cc1	-1	-18	-1	2%	7%	-2%	·	14%	0%	0%
O=C(Cc1ccccc1)Nc1cccc(NC(=O)c2ccccc2)c1	18	-3	-1	4%	37%[activator]	5%	1	-26%	-2%	6%
COc1ccc(N(C(=O)c2snc(C(N)=O)c2N)C(C(=O)NC2CCCC2)c2ccc(OC)c(OC)c2)cc1 (stereo not given)	0	22	0	0%	29%	4%	3	7%	96%[activator]	-6%
CC1CCN(CCCNc2cc(NCCO)c([N+](=O)[O-])c3nonc23)CC1	0	-1	-4	0%	-4%	?	1	-33%	-9%	-14%
CCOC(=O)C1CCN(Cc2cc(C(C)(C)C)c(O)c(C(C)(C)C)c2)CC1	-1	-1	2	4%	-7%	-9%	0	-42%	0%	3%
COc1ccc(N2CCN(S(=O)(=O)c3ccc(-c4cnc(C5CC5)o4)cc3)CC2)cc1	2	-1	1	2%	-5%	-4%	·	-29%	0%	-7%
CC(O)c1nc2ccccc2n1CC(=O)Nc1ccc(F)cc1Cl (stereo not given)	-1	-4	-1	-2%	-3%	-10%	3	-37%	0%	3%
COc1ccc(C(=O)NCCCn2ccnc2)cc1[N+](=O)[O-]	-5	-18	22	6%	?	?	0	-23%	0%	-2%
O=C(O/N=C/c1ccc2c(c1)OCO2)c1ccccc1Cl	-12	·	·	0%	7%	?	-5	·	·	17%
O=C(Nc1nnc(SCC(=O)N2CCCCC2)s1)c1c(F)cccc1F	0	-7	-12	16%	-8%	-2%	8	?	-1%	-3%
COc1ccc(/C=C/C(=O)NNc2cc(=O)n(C)c(=O)n2C)cc1OC	1	65	-43	-1%	9%	?	-31*	?	3%	-5%
O=C(/C=C/c1ccc(Cl)cc1)N1CCN(c2c(Cl)cccc2[N+](=O)[O-])CC1	12	?	-31	1%	26%	-1%	2	-9%	-13%	4%
Cc1ccc(-c2cc(Cc3ccc(F)cc3)c(=O)[nH]n2)cc1	?	-5	-5	·	1%	-3%	2	16%	-6%	11%
Cc1cc(C)cc(NC(=O)N2CCCN(c3c(Cl)cncc3Cl)CC2)c1	7	2	-4	·	-2%	8%	3	-3%	0%	-1%
C=CCN(CC=C)C(=O)c1cc(Cl)ccc1[N+](=O)[O-]	1	-12	-13	-2%	3%	?	1	-6%	0%	0%
Cc1ccc(OCCn2c(=S)[nH]c3ccccc32)c(C(C)C)c1	?	-11	6	5%	5%	5%	1	-30%	-20%	5%
CCOc1ccc(N2C(=O)CC(NCCc3ccc(S(N)(=O)=O)cc3)C2=O)cc1 (stereo not given)	1	-4	-9	3%	3%	-4%	0	-21%	-2%	1%
CC(=O)[C@H]1CC[C@H]2[C@@H]3C=CC4=CC(=O)CC[C@@]4(C)[C@@H]3CC[C@]12C	23	6	-12	·	·	·	·	·	-7%	4%
COc1ccc(-c2nnn(CC(=O)N(CC(=O)NC3CCCC3)c3cccc(C)c3)n2)cc1OC	-2	-5	-2	-4%	1%	1%	3	-8%	-1%	3%
COc1ccc2cc(C(=O)C3CCCN(Cc4cccc(C)n4)C3)ccc2c1 (stereo not given)	15	13	10	1%	0%	11%	0	-20%	1%	-4%
O=C1c2ccccc2C(=O)N1OCc1ccccc1[N+](=O)[O-]	11	5	-8	4%	-3%	?	2	2%	1%	-1%
Cc1cc(C)c(C(=O)COC(=O)c2c(C)noc2C)cc1C	2	5	2	·	·	·	·	-6%	-2%	?

Random draw from the library. About 2% of those tested had a hit in this group.
